# E coli growth = E. coli V3065 growth inhibition, primary screen, counter-screen for AddAB inhibitor project, absorbance, OD600; 18 h; inhibition, % at 11.9 µM; 330,000 compounds, 0.27% hits; AID 449728, 2010;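 active = inhibition above the campaign's mean inhibition across all tested compounds plus 3 SD, cut at about 9.9% in these data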;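 also: uninfected addAB+ strain grown without phage in ampicillin broth; 0% = DMSO wells and 100% = ciprofloxacin 0.95 µg/ml wells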
# PfHsp90 yeast 2 = growth inhibition of PfHsp90-expressing yeast, primary screen, antimalarial PfHsp90 inhibitor project, S. cerevisiae, BacTiter-Glo luminescence, single point, set 2; BacTiter-Glo ATP, 48 h; yeast lacking PDR1 and PDR3 efflux regulators; inhibition, % at 9.4 µM; 310,000 compounds, 0.32% hits; AID 504621, 2011;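 active = every replicate shows inhibition above about 80%, whatever the replicate mean, limit read from the data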;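 also: 0% = DMSO neutral controls and 100% = 20 µM radicicol positive controls; yeast relying on Plasmodium falciparum Hsp90 in place of its own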
# PKA-R1A activ = activators of PKA-R1A holoenzyme, primary screen, biochemical, fluorescence polarization, Cy5-IP20, bovine R1A, mouse PKAc; cAMP-dependent protein kinase type I-alpha regulatory subunit (Bos taurus) + …; PKA-R1A dissociation; scaled: DMSO 0%, 113 µM cGMP 100%; activation, % at 11.4 µM; 340,000 compounds, 0.083% hits;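 active = percent activation above the mean of all tested compounds plus 3 SD, cut at about 19% in these data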;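 also: higher means more PKAc released from R1A so a rise in polarization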
# AddAB inh = growth inhibition of E. coli expressing H. pylori AddAB, primary screen, AddAB inhibitor project, absorbance. inhibition, % at 11.9 µM. 330,000 compounds, 0.29% hits. AID 435030, 2010; in the data active = inhibition above about 12%;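 also: 0% = vehicle wells of infected cells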
# OPRM1-OPRD1 ag = agonists of OPRM1-OPRD1 heterodimerization, primary screen, cell-based, luminescence | cells | activation, % at 9.3 µM | 340,000 compounds, 0.3% hits; in the data active = activation above about 18%;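 also: 0% = vehicle-treated cells and 100% = reference agonist; values of inactives mirror those of a sister screen read the other way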
# Pemphigus Ab inh = inhibitors of pemphigus antibody binding to DSG3, primary screen, biochemical, bead-based, flow cytometry, scFv-GFP; Desmoglein-3 (Homo sapiens), P32926; DSG3-coupled beads, scFv-anti-DSG3-GFP binding; stronger effect = lower value; binding (percent of control), % at 10 µM; 310,000 compounds, 0.48% hits;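 active = binding more than 3 SD below its plate's average and above zero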; also: some compounds called inactive have numbers as strong as hits
# Mot1-301 SUMO = yeast Mot1-301 growth rescue at high temperature, primary screen, SUMOylation pathway inhibitor project, S. cerevisiae, ATP luminescence, 38.5C; growth rescue, % at 18.8 µM; 320,000 compounds, 1% hits; S. cerevisiae Mot1-301 growth rescue; percent above DMSO median, 100 means doubled; AID 2716, 2010;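 active = every valid replicate shows activation above 250% relative to neutral control wells; inactive = the rest, any valid replicate at or below 250%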;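 also: OY570 slx delta 5 strain wells were the positive control but not used for scaling; some compounds called inactive have numbers as strong as hits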
# MOR-DOR inv ag = inverse agonists of MOR-DOR heterodimerization, primary screen, cell-based, luminescence; 340,000 compounds, 0.21% hits; inhibition, % at 9.3 µM; cell-based MOR-DOR heterodimer luminescence, inverse agonism; AID 504357, 2011; in the data active = inhibition above about 22%, passing the limit was not always enough;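 also: 0% = cells with DMSO and 100% = wells without cells with DMSO; values of inactives mirror those of a sister screen read the other way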
# HTR5A inv ag = HTR5A inverse agonists in luminescence cell assay, primary screen, counter-screen for OPRM1-OPRD1 heterodimer inverse agonist project, full-deck HTS; 5-hydroxytryptamine receptor 5A (Homo sapiens), P47898; HTR5A cell line, inverse agonism; inhibition, % at 9.3 µM; 340,000 compounds, 0.083% hits; AID 504634, 2011; in the data active = inhibition mostly above about 23%, no sharp cut-off; inactive = mostly below about 18%;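 also: 0% = cells with DMSO and 100% = no-cell wells with DMSO; some compounds called inactive have numbers as strong as hits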
# Target sequence (P47898 whole entry, looked up): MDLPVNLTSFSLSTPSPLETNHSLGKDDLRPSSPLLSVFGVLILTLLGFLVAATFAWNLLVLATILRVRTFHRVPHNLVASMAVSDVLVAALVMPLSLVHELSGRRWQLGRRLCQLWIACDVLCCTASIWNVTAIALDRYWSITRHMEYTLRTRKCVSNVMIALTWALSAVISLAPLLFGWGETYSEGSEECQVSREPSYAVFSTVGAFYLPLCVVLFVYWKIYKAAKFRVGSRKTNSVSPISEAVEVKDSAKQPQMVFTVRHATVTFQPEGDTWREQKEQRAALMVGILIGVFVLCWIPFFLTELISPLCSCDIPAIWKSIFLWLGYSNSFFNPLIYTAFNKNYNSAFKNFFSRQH
# phage Ecoli inh = growth loss of phage-infected E. coli, primary screen, RecBCD inhibitor project, absorbance, with phage, HTS; inhibition, % at 11.9 µM; 360,000 compounds, 0.26% hits; in the data active = inhibition above about 11%
# HTR5A ag = HTR5A agonists in luminescence cell assay, primary screen, counter-screen for OPRM1-OPRD1 heterodimer agonist project, full-deck HTS; activation, % at 9.3 µM; 340,000 compounds, 0.61% hits; cell-based; AID 504692, 2011; 5-hydroxytryptamine receptor 5A (Homo sapiens), P47898; in the data active = activation mostly above about 9.5%, no sharp cut-off; inactive = mostly below about 7.6%;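 also: 0% = cells with vehicle only and 100% = reference agonist; strong numbers were not always called active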
# Numbers without * were called inactive; / = not tested or not shown; + = active, no number.
canonical_smiles	E coli growth	PfHsp90 yeast 2	PKA-R1A activ	AddAB inh	OPRM1-OPRD1 ag	Pemphigus Ab inh	Mot1-301 SUMO	MOR-DOR inv ag	HTR5A inv ag	phage Ecoli inh	HTR5A ag
O=C(/C=C/c1ccc(O)cc1)c1c(O)cc(O)cc1O	-2.8	-15	3	2.9	-1.5	100	7	8	-9	2.5	6
CCNC(=S)Nc1sc2c(c1C#N)CCC(C)C2 (centres undefined)	-1.9	-22	1	-1.0	-2.7	/	-3	13	24	4.3	11
CCOC(=O)Cc1cc(=O)[nH]c(/N=C(\N)Nc2ccc(C)c(C)c2)n1	0.4	0	-6	0.2	-1.4	103	/	7	-8	3.6	-3
CCCSc1nc2cc(C)c(C)cc2n1CC(C)O (centres undefined)	-1.3	17	2	3.9	-4.1	116	6	19	0	2.8	6
CCn1c(SCC(=O)Nc2cccc(C)c2)nc2nc3c(cc2c1=O)COC(C)(C)C3	-3.0	2	-14	-1.6	-2.7	111	-15	14	1	-1.1	-3
C/C(=N\Nc1cccc2cccnc12)c1ccccc1O	-1.6	30	-9	-0.3	7.1	73	-9	-36	1	0.0	-1
COc1ccc(NS(=O)(=O)c2ccc(N3CCOCC3)c(NC(=O)c3ccccc3Cl)c2)cc1	-0.8	-31	-1	2.0	-0.6	90	-6	4	3	2.2	2
Cc1cc(N)n(-c2ccccn2)n1	-2.4	-14	10	-2.9	-1.7	113	0	9	4	-0.8	3
Cc1cccc(C(=O)NCc2nnc(SCC(=O)NC3CCCC3)n2C)c1	0.5	12	-9	2.9	-3.1	106	89	16	-5	0.9	2
Cc1ccc(S(=O)(=O)N2C(=O)CCC2C(=O)N2CCCCC2)cc1 (centres undefined)	-1.2	-3	3	1.2	-0.9	129	400	5	-4	3.0	1
CCCC(=O)Nc1ccc(C#Cc2ccccc2)cc1	0.8	26	-10	1.4	-0.3	101	1	2	1	5.7	6
Cc1cc2c(s1)c1cnn(-c3ccccc3)c(=O)c1n2C	0.5	-39	-3	4.9	-2.3	104	/	11	-6	1.5	2
O=C(O)CCNC(=O)/C(=C/C=C/c1ccccc1)NC(=O)c1ccccc1	-0.5	-4	-5	0.2	-1.4	107	-7	10	1	5.5	0
COc1ccccc1-n1c(SCC(=O)N(C)C2CCS(=O)(=O)C2)nc2ccccc2c1=O (centres undefined)	-1.6	/	-3	-0.8	-1.3	104	313	7	2	2.0	2
CCc1ccccc1OCc1nnc(N)s1	0.9	23	15	0.9	-0.3	98	3	2	19	2.6	11
Cc1ccc(CC(=O)NCC(C)C)cc1	-2.3	17	-7	0.2	0.6	103	-18	-3	-34	-0.2	1
O=C(NCCCn1ccnc1)/C(=C/c1cccnc1)NC(=O)c1ccco1	2.1	-10	-11	2.5	-2.5	96	1	13	6	2.4	-6
CC(C)c1ccccc1OCCCCCNCCO	-1.1	-8	4	1.4	1.6	101	2	-10	-4	3.1	2
O=C(NCc1ccco1)c1ccc2c(=O)n(-c3ccccc3)c(=S)[nH]c2c1	-1.8	14	-5	0.4	-2.5	111	-1	14	3	0.2	-4
Cc1cc(C(=O)NCc2cc(F)cc3c2OCOC3)nn1C	-1.1	11	-2	-2.3	-1.9	/	-5	9	1	1.2	0
COc1ccccc1/C=C\C(=O)NCC(=O)N/N=C(/C)c1cccc([N+](=O)[O-])c1	-0.6	-58	1	-1.2	0.4	93	-13	-4	1	0.1	0
Cc1cc(C(=O)OCC(=O)Nc2c(F)cccc2F)c(C)n1-c1ccccc1	1.0	-5	10	1.6	-1.6	105	-12	8	-17	3.8	6
CN(C)S(=O)(=O)Nc1cccc(NC(=O)CC23CC4CC(CC(C4)C2)C3)c1	2.5	-13	0	-1.7	-2.7	104	-8	13	-4	1.1	1
O=C(C1CCN(c2ccc(N3CCOCC3)nn2)CC1)N1CCN(c2ccc(F)cc2)CC1	-0.2	14	-6	-1.4	-0.7	/	6	4	-11	/	1
CCCCn1c(N)c(N(CCOC)C(=O)COC(=O)COc2cccc(C(C)=O)c2)c(=O)[nH]c1=O	-1.4	-12	-1	-0.5	0.2	99	357	-2	4	3.6	-2

# (next part)
canonical_smiles	E coli growth	PfHsp90 yeast 2	PKA-R1A activ	AddAB inh	OPRM1-OPRD1 ag	Pemphigus Ab inh	Mot1-301 SUMO	MOR-DOR inv ag	HTR5A inv ag	phage Ecoli inh	HTR5A ag
Cc1ccc(C(=O)Nc2ccc(N3CCOCC3)c3nonc23)cc1[N+](=O)[O-]	0.1	-6	8	2.8	5.6	94	1	-35	-25	2.5	5
CCOC(=O)c1c(C)oc2c1c(C=NC1CCS(=O)(=O)C1)c(O)c1ccccc12 (centres undefined)	1.5	-14	-1	5.0	3.9	102	1	-21	2	2.5	4
CCC1(C(=O)OC)NC(c2cccc(F)c2)C2C(=O)N(C)C(=O)C21 (centres undefined)	-1.9	/	0	-1.0	-0.5	114	-16	3	-7	4.0	6
CCCn1nnc(NC(=O)c2sc3ccccc3c2Cl)n1	0.6	8	6	0.8	-1.7	118	4	10	-11	1.1	-6
COCCNC(=O)CN(C(=O)Cn1nnc2ccccc21)c1ccc(C)c(F)c1	-2.0	24	0	2.6	1.7	/	-6	-10	11	3.2	-1
O=C(Nc1cccc(-c2nn[nH]n2)c1)c1ccc(Cl)s1	-1.5	-14	-5	-0.4	-2.9	106	-13	10	-5	1.0	2
Cc1ccc(NC2SC(=O)N(Cc3cccc(C(=O)O)c3)C2=O)c(C)c1 (centres undefined)	-0.8	-12	11	0.3	-1.1	95	-1	6	6	0.5	-2
COc1ccc(C(=O)N/N=C/c2ccccc2C(=O)O)cc1OC	0.6	-14	-7	2.0	-0.5	95	0	3	0	-1.4	2
COc1cccc(/C(C)=N/NC(=O)Cc2c(C)[nH][nH]c2=O)c1	-0.9	/	-9	1.2	0.9	88	170	-6	-8	1.7	3
COc1cccc(-c2nnn(CC(=O)Nc3cc(OC)c(NC(=O)c4ccco4)cc3OC)n2)c1	0.1	-27	-9	-0.2	5.0	105	358	-28	-24	0.8	-2
CC/C(=N\NC(=O)c1nnn(-c2nonc2N)c1-c1cccs1)c1ccccc1	-1.7	-24	-2	4.7	-2.1	122	371*	11	19	1.3	-5
CCOc1cc(/C=N/NC(=O)CCCC(=O)NC2CCCCC2)ccc1O	-2.1	4	-19	1.8	0.1	101	12	0	6	1.9	-2
Cc1ccc(S(=O)(=O)N2CCN=C2SCc2ccccc2)cc1	1.0	-3	-15	2.1	-1.2	95	12	5	-4	2.0	-4
O=C(Nc1c2c(nn1-c1ccc([N+](=O)[O-])cc1)CS(=O)(=O)C2)c1ccccc1F	0.8	2	-3	2.0	-4.0	92	0	20	6	0.8	-4
CCCCN(C(=O)c1cccc(S(=O)(=O)N2CCN(C)CC2)c1)c1c(N)n(CC(C)C)c(=O)[nH]c1=O	/	6	-1	/	0.5	103	/	-4	5	-1.1	-2
Cc1cccc(NC(=O)CCCCCN2C(=O)c3ccccc3C2=O)n1	-1.8	3	0	-1.9	-0.5	107	-25	3	-6	-1.0	-3
Nc1nc(NC(=O)c2cccs2)nn1-c1ccccc1	-1.0	3	-4	3.0	1.1	85	-11	-6	13	2.8	-3
Cc1cc(NC(=O)c2ccccc2)n(-c2ccccc2)n1	0.2	-3	-10	1.6	-2.5	104	1	13	-4	3.3	3
C=CCOC(=O)C1=C[C@H](c2csc3ccccc23)C[C@H](OCCCCO)O1	-1.4	15	-2	1.9	0.0	106	-12	0	-31	0.1	-3
Nc1nnc(SCC(=O)NCCNC(=O)CSc2nnc(N)s2)s1	-0.1	19	-4	3.2	0.2	117	-27	-1	7	4.0	-3
CC[C@@]12C(=O)N(c3cccc(Br)c3)C(=O)N1[C@H](c1ccc(Cl)cc1)[C@@H]1C(=O)N(C3CCCCC3)C(=O)[C@@H]12	0.8	-18	8	3.2	14	101	35	-77	-25	2.4	10
Cc1cc(N2C(=O)CCC2=O)n(-c2ccccc2)n1	-2.6	/	5	3.9	-1.3	99	-14	8	14	1.9	1
COC(=O)c1ccc(NC(=O)C2C3C=CC(O3)C2C(=O)O)cc1 (centres undefined)	1.4	17	4	-0.9	-1.0	105	314	6	0	2.5	0
Nc1ccn([C@@H]2O[C@H](COS(=O)(=O)O)[C@@H](O)[C@H]2O)c(=O)n1	-0.6	14	-1	-2.4	-1.1	97	-2	6	19	1.5	-7
CCCC(O)(CCN1CCOCC1)c1ccc(Cl)cc1 (centres undefined)	1.3	-14	2	0.1	-0.7	104	37	4	-7	2.5	3

# (further entries)
canonical_smiles	E coli growth	PfHsp90 yeast 2	PKA-R1A activ	AddAB inh	OPRM1-OPRD1 ag	Pemphigus Ab inh	Mot1-301 SUMO	MOR-DOR inv ag	HTR5A inv ag	phage Ecoli inh	HTR5A ag
Cc1[nH]c2ccc(C(=O)NCCN3CCCCCC3)cc2c1C	-3.0	14	-2	-0.5	-0.2	116	-6	1	-9	-1.0	2
CN(C)S(=O)(=O)N1CCN(S(=O)(=O)c2ccccc2)CC1	0.9	-16	3	2.8	-1.6	87	785	8	8	1.7	0
COc1cc(CNS(=O)(=O)c2ccc3c(c2)CC(C)N3C(=O)C2CCC2)cc(OC)c1OC (centres undefined)	-1.1	-24	13	0.1	0.3	111	-12	-2	7	4.0	-2
COc1ccc(C2c3c(-c4ccccc4)n[nH]c3C(=O)N2c2ccc(C(=O)O)cc2)cc1 (centres undefined)	-0.5	22	-6	0.6	-1.7	99	110	9	36	1.4	3
CCOc1ccc(OCCCC(=O)ON=C(N)c2ccccc2Cl)cc1	-2.6	-6	-5	1.1	-0.6	/	-11	3	8	11*	-3
COc1ccc2c(c1)[C@H]1[C@H](CO2)[C@H](c2ccccc2)[C@]2(C)C(=O)Nc3ccc(Br)cc3C(=O)N12	3.5	+	3	4.5	-1.6	94	548*	9	-32	2.1	11
O=C(COn1nnc2ccccc21)NCC1CCCCC1	0.5	-10	2	2.1	-0.4	103	/	2	-40	2.8	3
O=C(N1CCN(c2ccccc2F)CC1)C1(c2cccs2)CCOCC1	-0.5	32	-2	2.9	-1.6	99	5	10	-12	3.6	5
C/C(=N\NC(=O)c1cccc(S(=O)(=O)N2CCCC2)c1)c1cccs1	3.2	/	-6	0.1	-1.0	118	3	5	2	-0.1	-1
O=C(c1ccc(Cl)cc1)c1c[nH]c(C(=O)NNc2cccc(Cl)n2)c1	0.3	4	7	-0.3	15	100	-14	-79	-10	3.0	4

# Compound activity from PubChem BioAssay.
